Bioassay records: PubChem, several laboratories
MITF TRPM1 inh: inhibitors of MITF-driven TRPM1 promoter in melanoma cells | SK-MEL-5 TRPM1 promoter luciferase, 24 h | inhibition, % at 12.5 µM | actives 0.83% (n = 330,000) | AID 488899;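 active means mean inhibition across replicates of 60% or more, whatever share of single replicates reaches that level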; further: values of inactives mirror those of a sister screen read the other way
Peg3 prom inh: Peg3 promoter activity inhibition; actives 1.7% (n = 360,000); inhibition, % at 20 µM; HeLa PEG-Prom luciferase reporter, luminescence, overnight;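 active means inhibition of at least 50% at 20 µM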
HIF-2a block: inhibitors of HIF-2a. actives 0.72% (n = 360,000). AID 624352. 786-0 RCC cells HIF-2a reporter, luciferase luminescence, overnight. inhibition, % at 18.8 µM;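 active means inhibition of the luminescence signal of 40% or more relative to plate controls, in a single-dose primary screen at 18.75 µM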
Shn3 3UTR inh: Schnurri-3 reporter inhibition in Clone20 osteoblasts; Clone20 osteoblast Shn3 3'UTR firefly luciferase, 24 h; actives 0.52% (n = 360,000); inhibition, % at 12.5 µM;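 active means mean inhibition of at least 75% with every replicate also reaching 75%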;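 further: 0% = median of neutral control wells and 100% = pilot-screen positive control compound; some compounds past the cut are filed as inactive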
NR2E3 ag-1: activates human photoreceptor nuclear receptor NR2E3 | Q9Y5X4 | GST-NR2E3/biotin-RetCOR TR-FRET, 1536-well | inhibition of corepressor binding, % at 4.78 µM | actives 0.12% (n = 320,000) | AID 2300;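 active means percent inhibition above the cutoff of mean plus 3 SD of all tested compounds, set per screening campaign, cut at about 20% in these data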;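 further: 0% = DMSO wells and 100% = biotin wells as full block of FRET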
Target sequence (Q9Y5X4 whole entry, looked up): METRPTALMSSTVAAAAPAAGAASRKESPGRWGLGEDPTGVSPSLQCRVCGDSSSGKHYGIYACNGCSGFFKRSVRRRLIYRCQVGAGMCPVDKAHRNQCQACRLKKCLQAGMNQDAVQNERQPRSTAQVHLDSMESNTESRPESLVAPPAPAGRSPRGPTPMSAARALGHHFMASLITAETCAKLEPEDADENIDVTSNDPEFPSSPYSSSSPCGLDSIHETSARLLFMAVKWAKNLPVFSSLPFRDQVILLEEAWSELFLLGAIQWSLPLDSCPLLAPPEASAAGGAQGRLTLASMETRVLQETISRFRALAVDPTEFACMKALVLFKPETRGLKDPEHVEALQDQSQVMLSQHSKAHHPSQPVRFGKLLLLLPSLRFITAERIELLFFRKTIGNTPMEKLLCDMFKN
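Material: NR2E3–RetCOR corepressor complex / Incubation: Compound–protein incubation for 5 h at 4 °C / Dosing: compound at 4.8 µM, single dose / Detection: time-resolved FRET / Benchmarks: high control biotin, low control 0.6% DMSO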
KKLEB tox: reduces viability of KKLEB cystic fibrosis airway cells. AID 602141. activity change (cytotoxicity), % at 5 µM. actives 0.36% (n = 360,000). KKLEB CF airway cells viability, ATPlite luminescence, overnight; stronger effect = lower value; cells stimulated with P. aeruginosa culture filtrate;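 active means corrected activity change at or below -50% at 5 µM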
CF NFkB block: blocks PAF-induced NF-kB reporter in cystic fibrosis cells. inhibition, % at 5 µM. actives 0.86% (n = 360,000). KKLEB NF-kB-GFP reporter, GFP fluorescence overnight. AID 588850;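 active means at least 50% inhibition at 5 µM, scaled per plate between neutral and stimulator controls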;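 further: PAF is a Pseudomonas aeruginosa culture filtrate used as stimulus; plate controls were PAF-stimulated DMSO wells for no effect and unstimulated DMSO wells for full effect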
NR2E3 ag-2: human photoreceptor-specific nuclear receptor agonism. inhibition of corepressor binding, % at 3.98 µM. Q9Y5X4. CHO-S Gal4-NCOR/VP16-NR2E3 two-hybrid, luciferase. AID 602229. actives 0.35% (n = 360,000);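 active means inhibition above the mean of all tested compounds plus 3 SD, cut at about 70% in these data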;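 further: 0% = DMSO with NR2E3 transfected cells and 100% = cells lacking NR2E3 construct; higher means lower luciferase signal from less NR2E3 corepressor binding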
CaV13 ICDI inh: Primary screen for inhibitors of IQ motif and Ca2+-dependent inactivation inhibitor domain binding in CACNA1D, Förster resonance energy transfer in living cells, …; inhibition, % at 12.3 µM; AID 743397; HEK cells, CFP/YFP FRET ICDI-IQ, plate reader, 10 min; percent FRET-ratio fall versus neutral wells; actives 0.098% (n = 340,000);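 active means mean replicate inhibition of at least 30% and at least 1% of replicates passing that level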;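 further: 0% = median of the neutral control wells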
PDI inh: PDI (human) enzyme inhibition. P07237. PDI insulin aggregation turbidity, A650, 90 min. inhibition, % at 10 µM. actives 0.052% (n = 350,000). AID 588391;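 active means mean inhibition across replicates of 30% or more, whatever share of single replicates reach that level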;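 further: absorbance from insulin aggregation driven by PDI reduction with DTT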
Target sequence (P07237 whole entry, looked up): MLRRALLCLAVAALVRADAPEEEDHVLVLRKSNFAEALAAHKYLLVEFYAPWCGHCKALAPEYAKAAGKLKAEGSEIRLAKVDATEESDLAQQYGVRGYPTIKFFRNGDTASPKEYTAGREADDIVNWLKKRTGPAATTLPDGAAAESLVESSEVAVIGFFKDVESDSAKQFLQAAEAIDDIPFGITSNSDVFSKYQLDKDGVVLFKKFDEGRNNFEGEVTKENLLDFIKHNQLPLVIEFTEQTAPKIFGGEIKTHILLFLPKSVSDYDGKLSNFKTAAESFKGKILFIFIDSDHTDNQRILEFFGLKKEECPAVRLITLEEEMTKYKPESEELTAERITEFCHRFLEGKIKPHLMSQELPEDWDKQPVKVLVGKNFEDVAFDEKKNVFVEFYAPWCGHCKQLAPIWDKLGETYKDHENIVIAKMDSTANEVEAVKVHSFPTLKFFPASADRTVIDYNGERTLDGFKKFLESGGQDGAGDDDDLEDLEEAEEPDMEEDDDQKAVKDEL
Vif imaging: inhibitors of HIV Vif | HEK293T cells, Vif self-association by quenched fluorescence, imaging, 24 h | inhibition, % at 7.49 µM | actives 0.35% (n = 340,000) | AID 602346; in the data active means inhibition above about 50%, passing the limit was not always enough; further: some results filed as inactive read as strong as hits
An asterisk follows results filed as active; . = no result given. An unsorted share of the library. Share with any hit: about 3.3%.

(1) Cn1cc(C(=O)NCc2ccc(F)cc2)c(=O)c2cc(S(=O)(=O)N3CCCCC3)ccc21
(2) CCc1nc2ccc(C(=O)N3CCN(c4ccc(Cl)cc4)CC3)cc2nc1CC
(3) CCOC(=O)C1=C(COC(=O)C2CC(=O)N(c3ccc(CC)cc3)C2)NC(=O)NC1C (configuration not stated)
(4) CCN(CC)S(=O)(=O)c1cc(C(=O)Nc2cc(S(=O)(=O)N3CCOCC3)ccc2N2CCN(C)CC2)ccc1C
(5) C1=C(C(c2nnnn2C2CCCCC2)N2CCCCC2)COc2ccccc21 (configuration not stated)

compound no.	1	2	3	4	5
MITF TRPM1 inh	4	4	-9	-6	-24
Peg3 prom inh	28	15	-22	0	-6
HIF-2a block	12	5	-21	10	-28
Shn3 3UTR inh	11	-4	-55	-9	-16
NR2E3 ag-1	-1	1	4	.	3
KKLEB tox	1	-34	-5	-12	-9
CF NFkB block	11	16	7	22	1
NR2E3 ag-2	1	7	5	-17	-18
CaV13 ICDI inh	-5	-14	3	-2	.
PDI inh	-8	2	-2	-6	-1
Vif imaging	.	-2	5	0	-2

(6) O=C(COc1ccccc1Cl)N1CCN(c2ccccn2)CC1
(7) CN1CCN(C(=O)C2=C[C@H](c3csc4ccccc34)C[C@H](OCCCCO)O2)CC1
(8) CN1CCC(C)(C(=O)Nc2cccc(Oc3ccccc3)c2)C1 (configuration not stated)
(9) COc1cc(C(C)=O)ccc1OCC(O)CN1CCN(c2c(C)cccc2C)CC1 (configuration not stated)
(10) Cc1ccc(Nc2nnc(SCC(=O)Nc3cccc(S(=O)(=O)NC4=NCCCCC4)c3)s2)cc1

compound no.	6	7	8	9	10
MITF TRPM1 inh	-3	-14	.	-11	-17
Peg3 prom inh	3	-18	2	21	-119
HIF-2a block	-4	-5	0	23	-124
Shn3 3UTR inh	9	15	5	-2	-32
NR2E3 ag-1	-5	5	.	0	0
KKLEB tox	2	-19	-12	-4	-18
CF NFkB block	-4	-4	12	20	22
NR2E3 ag-2	-12	26	-13	-30	-10
CaV13 ICDI inh	-5	-9	-6	0	-2
PDI inh	-4	4	7	-6	-7
Vif imaging	5	-1	-3	0	-1

(11) Nc1ccn(Cc2ccccc2)n1
(12) CCCCOc1ccc(NC(=O)CCSc2nccn2C)cc1
(13) CCOC(=O)n1c2ccccc2c(=O)n1CCO
(14) CC(=N\Nc1ccc(Cl)cc1)/C(=N/O)C(=O)Nc1ccccc1
(15) Cc1ccc(-c2nc3ccccc3o2)cc1NC(=S)NC(=O)c1cc2ccccc2o1

compound no.	11	12	13	14	15
MITF TRPM1 inh	1	-21	.	7	-16
Peg3 prom inh	-2	-29	0	12	-187
HIF-2a block	21	-121	4	-5	-175
Shn3 3UTR inh	17	-12	-4	1	-20
NR2E3 ag-1	5	4	.	4	3
KKLEB tox	4	9	-10	-16	0
CF NFkB block	-4	-16	-12	-24	-14
NR2E3 ag-2	21	-6	-3	-4	-67
CaV13 ICDI inh	-7	-6	-10	-7	-15
PDI inh	-1	-2	.	-8	-6
Vif imaging	4	4	.	-9	4

(16) CCCCNCCS(=O)(=O)NCc1ccccc1
(17) COc1cccc(CCNC(=O)COc2cccc3c2OC(C)(C)C3)c1
(18) O=C(COC(=O)c1cc(=O)[nH]c2ccccc12)NCCc1ccccc1
(19) COC(CNC(=O)c1c[nH]c2ccc(S(=O)(=O)N3CCC4(CC3)OCCO4)cc2c1=O)OC
(20) C=CC(C)(C)c1cc2cc3ccoc3cc2oc1=O

compound no.	16	17	18	19	20
MITF TRPM1 inh	-11	0	7	4	-34
Peg3 prom inh	6	-9	6	1	-78
HIF-2a block	14	9	7	10	-137
Shn3 3UTR inh	-4	1	-17	4	-26
NR2E3 ag-1	.	-3	.	-1	2
KKLEB tox	-14	-5	-2	2	-18
CF NFkB block	4	17	8	-4	22
NR2E3 ag-2	-10	-23	4	4	-15
CaV13 ICDI inh	-3	-5	-4	-7	-9
PDI inh	-5	13	-1	6	1
Vif imaging	20	-3	6	8	1

(21) O=C(NCC1CCN(Cc2cccc(Cl)c2)CC1)Nc1ccc(Cl)cc1
(22) COc1ccc(/C=C/CN2CCN(Cc3ccc(C)cc3)C(CCO)C2)cc1 (configuration not stated)
(23) O=C(C[n+]1ccccc1)Nc1ccccc1Br
(24) CCCOC(=O)Nc1nnc(CCC)s1
(25) CCN(CC)C(=O)CSc1nnc(-c2cccs2)n1Cc1ccco1

compound no.	21	22	23	24	25
MITF TRPM1 inh	-14	4	6	-9	12
Peg3 prom inh	12	8	4	-38	9
HIF-2a block	-18	7	19	-51	1
Shn3 3UTR inh	-9	6	-16	-35	-5
NR2E3 ag-1	-1	3	0	-3	0
KKLEB tox	-2	6	0	-20	0
CF NFkB block	7	-27	-29	9	6
NR2E3 ag-2	-26	-24	20	-30	1
CaV13 ICDI inh	-20	-5	-5	-4	.
PDI inh	-1	-4	-2	4	-10
Vif imaging	-10	2	-2	-1	1

(26) COc1ccc(/C(C)=N/NC(=O)Cc2c(C)nc(C)[nH]c2=O)cc1
(27) N#Cc1ccc(NC(=O)COC(=O)CCc2nc3ccccc3c(=O)[nH]2)cc1
(28) O=C(CCS(=O)(=O)Cc1ccccc1F)NCCc1ccc(Cl)cc1
(29) COc1ccc(CCN2CC(C(=O)Nc3nccs3)CC2=O)cc1OC (configuration not stated)
(30) CCOc1ccc2oc(C(=O)NC3CCN(Cc4ccccc4)CC3)c(C)c2c1

compound no.	26	27	28	29	30
MITF TRPM1 inh	6	1	9	2	11
Peg3 prom inh	-6	11	6	11	29
HIF-2a block	13	17	-1	4	7
Shn3 3UTR inh	-2	-21	-10	-38	26
NR2E3 ag-1	-2	2	2	.	-3
KKLEB tox	-2	-1	-1	10	-8
CF NFkB block	1	3	2	-8	12
NR2E3 ag-2	10	-12	11	-22	-13
CaV13 ICDI inh	-6	-10	-3	-5	10
PDI inh	-3	0	-5	6	-8
Vif imaging	-1	2	7	6	-6

(31) COc1ccc(CCNS(=O)(=O)c2ccc(Cl)cc2)cc1OC
(32) O=C(CSc1nnc(CNC(=O)c2ccco2)o1)NC1CCCC1
(33) O=C(COc1ccccc1)N1CCN(C(=O)c2ccccc2F)CC1
(34) COC(=O)CC(=O)CSc1nc2c(cc1C#N)CCCCC2
(35) CCOCCCNc1c(CC)c(C)c(C#N)c2nc3ccccc3n12

compound no.	31	32	33	34	35
MITF TRPM1 inh	.	6	11	-41	0
Peg3 prom inh	2	0	3	-266	25
HIF-2a block	3	6	8	-198	16
Shn3 3UTR inh	-3	2	-1	-84	10
NR2E3 ag-1	3	-2	-2	0	0
KKLEB tox	4	2	1	6	-12
CF NFkB block	18	2	6	-4	28
NR2E3 ag-2	-1	-21	-26	-91	-24
CaV13 ICDI inh	-20	-4	-7	-7	61*
PDI inh	-14	7	2	-4	11
Vif imaging	-13	-3	9	10	1

(36) Cc1cc(C)nc(NS(=O)(=O)c2ccc(NC(=O)CSc3ncn[nH]3)cc2)n1
(37) Cc1ccc(CNC(=O)c2cc3ccccc3oc2=O)cc1
(38) CC(=O)OCCCN1c2ccccc2Nc2nnc(-c3ccccc3)cc21
(39) COc1cccc(/C=C2\SC(=S)N(C(C)C(=O)NC3C=CS(=O)(=O)C3)C2=O)c1 (configuration not stated)
(40) O=C(O)CSCC(=O)NCc1ccccc1Cl

compound no.	36	37	38	39	40
MITF TRPM1 inh	5	1	-103	10	-3
Peg3 prom inh	8	-71	-268	20	4
HIF-2a block	9	4	-250	-1	21
Shn3 3UTR inh	12	-2	.	8	-12
NR2E3 ag-1	-22	1	0	0	0
KKLEB tox	15	9	-4	-5	-11
CF NFkB block	-8	-24	-1	21	11
NR2E3 ag-2	-12	0	-99	20	26
CaV13 ICDI inh	3	-2	.	-7	-7
PDI inh	15	-1	3	6	5
Vif imaging	-1	-8	.	7	7

(41) Cc1ccc(NC(=O)Cc2ccccc2Cl)cc1S(=O)(=O)N(C)C
(42) O=S(=O)(Cc1ccccc1)N1CCc2ccccc2C1
(43) COc1ccc(CNc2ncc(-c3ccc(Cl)cc3)n2C)c(OC)c1OC
(44) COc1cccc(CNS(=O)(=O)c2ccccc2Br)c1OC
(45) Cc1ccc2[nH]c(=O)c(C(c3nnnn3CCc3ccccc3)N3CCOCC3)cc2c1 (configuration not stated)

compound no.	41	42	43	44	45
MITF TRPM1 inh	1	-13	2	-7	-8
Peg3 prom inh	-18	-14	9	-16	16
HIF-2a block	-1	-40	1	-2	9
Shn3 3UTR inh	-8	9	4	-13	-8
NR2E3 ag-1	-1	1	4	.	-2
KKLEB tox	11	9	5	-3	-3
CF NFkB block	3	-1	-22	12	-12
NR2E3 ag-2	-7	-27	-8	1	3
CaV13 ICDI inh	-7	-3	-6	-3	-4
PDI inh	-1	0	6	-2	3
Vif imaging	-14	4	-1	0	-6

(46) COc1ccc(OC)c(-c2csc(NC(=O)Cc3cccs3)n2)c1
(47) COC(=O)c1c(C(=O)OC)c2ccncn2c1Cl
(48) O=c1c([N+](=O)[O-])cccn1Cc1cccc(Br)c1
(49) O=C(Oc1cccnc1)c1ccccc1[N+](=O)[O-]
(50) Cc1cccc(NC(=O)COc2cccc3c2CCN(Cc2ccccc2)C3=O)c1C
(51) O=C(O)c1ccccc1OCc1ccccc1Br

compound no.	46	47	48	49	50	51
MITF TRPM1 inh	-19	-7	3	4	-11	-11
Peg3 prom inh	-46	12	-1	6	0	-4
HIF-2a block	-80	9	15	11	-25	8
Shn3 3UTR inh	2	15	-21	24	5	-16
NR2E3 ag-1	-3	2	.	2	-1	2
KKLEB tox	-4	-14	-2	-5	-4	10
CF NFkB block	-34	24	7	-4	-2	-20
NR2E3 ag-2	-11	8	-11	-22	-26	-3
CaV13 ICDI inh	-2	-1	-2	3	-5	-18
PDI inh	-2	-6	-5	23	-7	-7
Vif imaging	-13	-7	10	.	1	6
